HTR2A ag: mouse HTR2A agonism via beta-arrestin recruitment; P35363; CHO-K1 mHTR2A beta-arrestin complementation, luminescence; percent of 30 µM serotonin response; activation, % at 7.6 µM; 360,000 compounds, 0.66% hits; AID 624169;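 active means activation above a run cutoff, the mean activation of all tested compounds plus 3 SD, cut at about 14% in these data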;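 further: 0% = plate median of compound wells and 100% = 30 µM serotonin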
Target sequence (P35363 whole entry, looked up): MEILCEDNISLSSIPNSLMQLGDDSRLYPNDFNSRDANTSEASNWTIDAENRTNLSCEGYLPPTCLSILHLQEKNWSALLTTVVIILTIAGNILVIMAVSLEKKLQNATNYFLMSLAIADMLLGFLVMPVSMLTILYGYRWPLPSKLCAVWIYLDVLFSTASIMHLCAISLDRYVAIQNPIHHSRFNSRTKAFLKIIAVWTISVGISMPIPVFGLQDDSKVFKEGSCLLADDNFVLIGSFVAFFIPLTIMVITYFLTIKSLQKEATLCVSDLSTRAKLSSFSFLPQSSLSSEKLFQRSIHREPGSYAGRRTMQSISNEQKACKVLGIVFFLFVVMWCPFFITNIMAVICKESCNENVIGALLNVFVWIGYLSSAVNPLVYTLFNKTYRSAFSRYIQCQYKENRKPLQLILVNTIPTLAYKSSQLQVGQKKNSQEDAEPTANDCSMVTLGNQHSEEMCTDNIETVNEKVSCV
aDG glyco up: alpha-DG glycosylation activation; Pro5-aDG cells, alpha-DG glycosylation AlphaScreen (IIH6); 0% Pro5, 100% B10-LARGE cell signal; activation, % at 10 µM; 360,000 compounds, 0.22% hits; AID 624168;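 active means activation of at least 8% versus controls, or a plate z-score of at least 8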;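 further: Pro5 are CHO cells carrying HIG-tagged alpha-DG that lacks glycosylation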
Exocytosis inh: blocks lytic granule exocytosis; 360,000 compounds, 0.66% hits; inhibition, % at 10 µM; AID 651702; TALL-104 LAMP-1 surface exposure, flow cytometry; cells stimulated with thapsigargin and PMA;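 active means inhibition above about 55%, limit read from the data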
ABHD5 PLIN5 PPI: inhibitors of human ABHD5-perilipin-5 interaction; Split G. princeps luciferase complementation, luminescence, 4 h; inhibition, % at 4 µM; 360,000 compounds, 0.78% hits; AID 602281;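 active means inhibition above the mean inhibition across every tested compound plus 3 SD, cut at about 22% in these data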;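 further: 0% = DMSO only wells and the 100% control is not disclosed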
N-glyco inh: N-linked glycosylation inhibition; D54 ERlucT glycosylation luciferase reporter, 24 h; percent of 100 nM tunicamycin response; reporter increase, % at 12.5 µM; 360,000 compounds, 0.23% hits; AID 588692;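 active means mean luciferase reporter signal, scaled so untreated is 0 and the glycosylation-blocking control 100, at or above a set limit in every replicate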;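 further: luciferase carries N-glycosylation sites so blocking glycosylation raises the light; 0% = median of neutral control wells and 100% = median of 100 nM tunicamycin wells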
MC4R antagonist: human MC4R antagonism in cAMP assay; P32245; MC4R-expressing cells, MTII-stimulated cAMP, LANCE TR-FRET; inhibition, % at 6.5 µM; 360,000 compounds, 0.48% hits; AID 540295;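 active means inhibition above its plate's cutoff, the mean of tested wells on that plate plus 3 SD, cut at about 29% in these data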;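 further: 0% = Melanotan II alone and 100% = Melanotan II plus saturating MCL0020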
Target sequence (P32245 whole entry, looked up): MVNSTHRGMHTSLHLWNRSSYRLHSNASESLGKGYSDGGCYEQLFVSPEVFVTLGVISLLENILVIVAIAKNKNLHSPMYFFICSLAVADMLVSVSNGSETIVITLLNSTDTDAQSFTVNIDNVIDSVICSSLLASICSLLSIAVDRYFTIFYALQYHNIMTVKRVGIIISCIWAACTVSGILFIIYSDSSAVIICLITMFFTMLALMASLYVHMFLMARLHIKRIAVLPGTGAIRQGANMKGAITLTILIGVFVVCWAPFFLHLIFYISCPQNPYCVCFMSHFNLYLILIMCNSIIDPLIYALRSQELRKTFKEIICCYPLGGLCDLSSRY
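system = U2OS cells with stable human MC4R expression | also added = Melanotan II challenge after compound preincubation | dosing = one concentration, 6.5 µM nominal | incubation = compound 30 min, challenge 1 h, detection 1 h | measured by = TR-FRET with Eu-cAMP and labeled anti-cAMP, 671 nm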
hiPSC survival: hiPSC single-cell survival enhancement. ATPlite luminescence; 100% = ROCK inhibitor wells, 0% = DMSO. survival enhancement, % at 20 µM. 360,000 compounds, 0.044% hits; in the data active means survival enhancement above about 18%;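 further: cells exposed to compounds for 16 hours before the ATP read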
H9c2 protect: myocardial damage modulation in H9c2 cells. H9c2 cardiomyocytes, H2O2 injury protection, ATPLite, 2 h. 360,000 compounds, 0.63% hits. protection from H2O2 cell death, % at 20 µM. AID 588492;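 active means compounds giving at least 50% protection of heart cells from peroxide-induced death in the single-dose screen, raw or plate-pattern-corrected value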;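 further: 0% = DMSO wells with peroxide and 100% = DMSO wells without peroxide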
MC4R barr agon: activates human MC4R beta-arrestin recruitment; P32245; U2OS MC4R beta-arrestin complementation, luminescence; percent of melanotan II response, DMSO zero; activation, % at 8.9 µM; 360,000 compounds, 0.98% hits;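 active means activation above a per-plate cutoff, the mean activation of sample wells on that plate plus 3 SD, cut at about 8% in these data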
ABCB6 inh MLPCN: inhibitors of human ABC transporter ABCB6; 360,000 compounds, 0.19% hits; AID 602162; fluorescence ratio to DMSO, % at 10 µM; K562-ABCB6 porphyrin accumulation, flow cytometry, 1 h; hits give low values; Q9NP58;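 active means fluorescence ratio to DMSO below 75%, the collection mean minus 3 SD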;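 further: signal is porphyrin accumulated inside mitochondria; 100% equals median channel fluorescence of DMSO control wells; lower ratio means ABCB6 inhibition with less porphyrin fluorescence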
* hit, by the source's call; . = no result given.

SMILES	HTR2A ag	aDG glyco up	Exocytosis inh	ABHD5 PLIN5 PPI	N-glyco inh	MC4R antagonist	hiPSC survival	H9c2 protect	MC4R barr agon	ABCB6 inh MLPCN
O=C(COC(=O)c1ccc(O)cc1O)Nc1nnc(-c2ccccc2)o1	11	-0.2	1	1	1	7	-0.3	7	-3.4	96
CC1=C(C(=O)OC(C)C)C(c2cccnc2)C2=C(CC(C)(C)CC2=O)N1 (stereo not drawn)	0	-0.2	-6	3	-1	1	-2.0	1	-1.4	110
C=CCOC(=O)C1=C(C)NC(=O)NC1c1cn(-c2ccccc2)nc1-c1cccs1 (stereo not drawn)	4	0.1	-1	3	1	5	-2.7	15	1.4	100
O=C(CSc1nnc(-c2ccccc2F)n1C1CCCCC1)N1CCCC1	4	0.0	0	4	-1	5	0.9	2	-0.9	95
Cc1ccc(S(=O)(=O)NC(C)(C)CN2CCc3ccccc3C2)cc1	-3	-0.1	10	-1	3	11	-0.1	3	-2.9	94
Cc1ccc2c(c1)C=CC(C#N)N2C(=O)Oc1ccccc1 (stereo not drawn)	-1	-0.1	0	-1	-3	-3	-4.0	-7	1.5	101
CCCn1c(COc2ccccc2)nc2ccccc21	-1	0.0	-4	4	0	-2	-0.6	-8	-1.5	97
COc1cc(Cl)ccc1NC(=S)N(CCN1CCOCC1)C1CCN(C(C)=O)CC1	-5	0.0	-5	-5	1	20	0.7	-5	-0.8	100
CCCCC(=O)N(C)c1c(CC)nc2c(OCC=C(C)C)cccn12	2	-0.3	-4	2	4	2	-2.5	6	-0.9	104
O=C(CSc1ccc(-c2cccs2)nn1)Nc1ccccc1	5	-0.3	0	2	-1	9	-0.8	-10	2.4	99
Cc1occc1-c1nnc(SCC(=O)N2CCCCC2C)o1 (stereo not drawn)	6	0.0	-2	-8	0	3	-0.3	0	-1.2	99
CCCN(C(=O)COC(=O)c1cc(CC)c(C)s1)c1c(N)n(Cc2ccccc2)c(=O)[nH]c1=O	-2	-0.2	-3	-6	0	4	-0.5	-5	0.2	92
CC1CCCCC1NC(=O)C(=O)NCC1CCCO1 (stereo not drawn)	7	0.2	-1	9	1	1	-0.8	-2	4.9	95
CC1Cc2ccccc2N1S(=O)(=O)c1cccc(C(=O)c2nccn2C)c1 (stereo not drawn)	-2	0.2	-1	-2	-1	8	-3.5	-9	1.3	102
C[C@H](NC(=O)c1ccccc1Cl)C(=O)OCC(=O)N1CCN(c2ccccc2)CC1	-7	-0.1	-2	8	1	15	-3.1	0	-0.4	96
O=C(OCc1ccccc1Cl)C1CC(=O)N(Cc2ccco2)C1 (stereo not drawn)	4	-0.2	2	10	1	12	0.1	0	-2.1	104
O=C(CCNC(=O)Cn1ccc2ccccc2c1=O)NCC1CCCC1c1ccccc1 (stereo not drawn)	2	0.7	2	-2	2	-3	-0.3	-10	-0.1	94
CC(C)N(Cc1nccn1C)C(=O)c1ccc2oc(Cc3ccccc3)nc2c1	-2	0.0	32	1	-1	0	-0.4	-2	0.8	97
O=c1oc2ccccc2c(Nc2ccccc2O)c1[N+](=O)[O-]	2	1.0	-10	0	-1	19	-0.3	-4	0.2	94
Cc1ccc(CNC(=O)c2cc(S(=O)(=O)N3CCOCC3)cn2C)cc1	3	-0.4	0	-12	-1	3	0.9	9	0.0	94
COCCC(=O)Nc1ccc2c(c1)CN(C(=O)CSC)CC2	7	-0.1	-1	5	3	-4	-0.6	8	-2.6	102
CCCN1C2CCCC1CC(NC(=O)NC13CC4CC(CC(C4)C1)C3)C2 (stereo not drawn)	-3	0.0	11	-1	-2	9	-0.9	-3	0.2	97
O=C(Nc1ccc(N2CCCC2=O)cc1)c1cncc(Br)c1	3	0.7	1	0	-9	16	-0.5	2	-3.3	100
CCC(=O)NCCc1nc2cc(NC(=O)c3ccc(OC)cc3)ccc2n1C	0	-0.2	-1	-1	-1	2	-1.1	-3	-1.4	98
COc1cc(CNCc2ccccn2)ccc1OCc1c(Cl)cccc1Cl	-3	2.2	6	6	-5	2	-0.6	-5	1.6	92
COC(=O)NC1CCC(CC2CCC(NC(=O)OC)CC2)CC1 (stereo not drawn)	3	0.0	-1	-7	-2	7	-1.0	-10	-0.9	90
COc1ccc(CC(=O)NCC2CCCN(Cc3ccc(F)cc3F)C2)cc1 (stereo not drawn)	-6	0.0	3	3	1	8	0.0	5	-2.0	98
Cc1oc2cc3oc(=O)c(CCC(=O)NCCN4CCOCC4)c(C)c3cc2c1C	-2	0.3	0	7	0	0	-3.2	-6	0.8	94
C=CCN1C(=O)/C(=C2/Sc3ccccc3N2CC)SC1=S	0	-0.1	-2	-4	-2	3	0.2	-3	0.4	102
O=C(CSc1ccc(Cl)cc1)Nc1cccc(-c2nc3ccccc3[nH]2)c1	-2	-0.4	1	13	-1	5	-1.3	10	7.2	101
O=C(c1cc(=O)[nH]c2ccccc12)N1CCN(c2ccccc2)CC1	-2	0.0	-2	-1	1	19	-0.3	3	1.0	97
O=C(NC1CCCC1)C(c1ccc(F)cc1)N(Cc1ccccc1)C(=O)c1csnn1 (stereo not drawn)	3	0.1	14	0	0	-4	-0.6	-7	-0.4	104
CCC(C)c1ccccc1NC(=O)COC(=O)c1ccc(N2CCCC2)c([N+](=O)[O-])c1 (stereo not drawn)	4	0.3	4	8	-1	-4	1.2	-6	-1.2	102
Cc1cccc(Oc2ncccc2[N+](=O)[O-])c1C	-1	-0.3	-2	0	1	0	-0.8	-2	-1.4	98
O=C(N/N=C/c1ccc(Br)o1)c1ccc2c(c1)OCCO2	3	0.0	9	-6	-2	10	-1.7	-10	3.1	100
O=C1NC(=Nc2ccccc2)c2c1cccc2[N+](=O)[O-]	-2	-0.1	-9	-3	6	7	-0.1	5	-1.2	104
CCCCn1c(N)c(N(CCOC)C(=O)Cn2c(=O)oc3ccccc32)c(=O)[nH]c1=O	1	-0.2	1	-1	1	7	0.1	2	-0.5	92
COCCN(C(=S)Nc1cccc(OC)c1)C1CCN(C(C)C)CC1	-1	-0.2	-3	-3	-1	-5	1.5	-2	-2.7	100
Cc1ccc(NC(=O)C(c2ccccc2)N2CCN(CC(=O)N3CCOCC3)CC2)cc1 (stereo not drawn)	5	0.0	2	-2	1	-5	1.0	-5	-0.2	94
CCc1ccc2oc(C(=O)NCc3ccc(S(N)(=O)=O)cc3)c(C)c2c1	-2	0.3	12	-1	3	5	3.9	-15	2.0	100
CCOC(=O)C1=C(C)NC(C)=C(C(=O)OC)C1c1cccc([N+](=O)[O-])c1 (stereo not drawn)	-1	-0.2	-5	-8	6	-10	-1.8	17	2.5	100
O=C(NCCOc1ccccc1)c1cc(S(=O)(=O)N2CCOCC2)ccc1F	1	-0.6	18	1	-1	0	0.0	1	-0.6	110
Cc1cc(C(=O)NN=Cc2ccc(-c3ccc(F)cc3)o2)c(C)o1	-5	-0.2	-1	-8	2	-6	0.0	-2	-1.1	85
CN(C)C(CN=C1NS(=O)(=O)c2ccccc21)c1ccco1 (stereo not drawn)	-2	-0.1	10	-3	1	6	6.5	3	-1.8	102
COc1ccc2c(c1)C=C(CN1CCN(C(C)C)C(CCO)C1)CO2 (stereo not drawn)	.	0.0	0	.	0	.	-0.4	5	.	96
CC(=O)c1sc2c(c1OC(=O)c1ccc(Cl)cc1Cl)c(=O)n(-c1ccccc1)c(=S)n2-c1ccccc1	-4	0.0	10	0	-19	5	0.6	-7	-1.8	98
CC(C)Nc1nc(-c2ccccc2)nnc1-c1ccccc1	-1	0.0	1	1	1	6	0.3	17	-4.9	97
CCCS(=O)(=O)c1nc(S(=O)(=O)c2ccc(C)cc2)c(N2CC(C)OC(C)C2)s1 (stereo not drawn)	-7	-0.3	10	1	-4	12	-0.3	1	0.4	105
Cc1ccc(S(=O)(=O)c2cc(N3CCOCC3)nc(-c3ccccc3)n2)cc1	-6	0.1	4	-8	1	-5	8.4	7	-1.8	106
Cc1ccc(S(=O)(=O)CC(=O)c2cc3cccc(C)c3oc2=O)cc1	2	0.0	-11	-3	-1	5	-0.7	0	-0.3	89
CCCCc1ccc(NC(=O)Cn2c(=O)c(N3CCCCC3)c(N)n(C)c2=O)cc1	-8	0.0	8	3	-1	9	3.5	-4	-0.9	99
O=C(/C=C/c1ccc(S(=O)(=O)N2CCOCC2)cc1)NC(CO)C(O)c1ccc([N+](=O)[O-])cc1 (stereo not drawn)	-1	0.5	4	-3	2	4	-2.4	1	-0.2	96
COc1ccc(NC(=O)c2cc(CC(C)C)nc3ccccc23)cc1	-4	0.1	-9	-26	-11	15	-0.4	3	0.3	100
O=C(NCC1CCCO1)C1CCN(C2CCN(C3CCCCCC3)CC2)CC1 (stereo not drawn)	-4	0.1	-11	-5	-2	1	-0.9	-10	-4.3	94
CC(C)c1ccc(NC(=O)C2Cc3c(-c4ccc5c(c4)OCO5)ccnc3O2)cc1 (stereo not drawn)	-3	0.1	0	-1	-6	5	1.4	0	-0.3	94
O=C(NCc1n[nH]c(=S)n1-c1ccc(Br)cc1)c1cccs1	-1	0.2	-1	-5	0	9	1.2	-3	-2.5	97
Cc1ccc2[nH]c3c(c2c1)SC(C)(C)CC3=O	-1	-0.2	2	-2	4	-2	0.0	-9	1.4	101
CSc1ncccc1C(=O)N(C)CC(=O)Nc1ccc(Cl)c(C(F)(F)F)c1	-6	0.1	-8	-3	0	13	-0.3	-10	-1.8	102
Cc1ccc(C(O)c2ncc(-c3ccccc3F)[nH]2)c(C)c1 (stereo not drawn)	6	-0.1	-11	4	1	3	-0.6	-5	0.1	93
CN(Cc1ccccc1)C(=O)CCNC(=O)Cn1cnc2ccccc2c1=O	-4	-0.2	-3	4	0	4	-0.2	-2	0.2	96
CCOc1ccc(NC(=O)NC23CC4CC(CC(C4)C2)C3)cc1	-4	0.7	7	1	-3	5	-1.5	-7	0.7	104
O=C(NCCC(=O)N1CCN(c2ccccc2O)CC1)c1ccc(Br)cc1	11	0.3	7	10	1	4	-0.5	-4	-0.7	92
Cc1ccc(-n2cc(CN3CCN(C(=O)c4ncn[nH]4)CC3)c(-c3ccc(F)cc3)n2)cc1	-4	0.0	3	0	-1	-4	-0.6	-8	1.2	101
